Source: PubChem (Small Molecule Screening Facility, UW Madison)
RMI-FANCM inh – RMI-FANCM interaction inhibition; 0.58% of 70,000 active; FP signal (polarization) at 33 µM; AID 1159607; Fluorescence polarization, RMI core complex with F-MM2 peptide; stronger effect = lower value; in the data active means FP signal below about 40; further: inactives centre near 61; strong numbers were not always called active; unit not given here
Active calls of the source: *; & = joins results of further samples. Some of the compounds tested; the hit share may differ from the screen's.

Structure | RMI-FANCM inh
CCOC(=O)c1[nH]c(C)c(C(=O)N(Cc2ccccc2)C(C)C)c1C | 58
COc1ccc(-c2cn3cccnc3n2)cc1NC(=O)c1c(F)cccc1Cl | 60
COC(=O)c1ccccc1-c1ccc(/C=C(\C#N)c2nc3ccccc3c(=O)[nH]2)o1 | 77
CC1CC(NC(=O)CC#N)CC(C)(C)C1 (centres undefined) | 62
N[C@@H](CCC(=O)N[C@@H](CS)C(=O)NCC(=O)O)C(=O)O | 57
COc1ccc(Oc2cccc(Cl)c2CNC(=O)NS(=O)(=O)c2ccc(C)cc2)cc1 | 58&53
CN(C(=O)Nc1ccccc1)C1CCCCC1 | 63
CCOC(=O)c1cnc2c(c(C3CC3)nn2C)c1N1CCOCC1 | 61
CC1(C)S[C@H](C(=O)O)N[C@H]1C(=O)O | 48
O=C(/C=C/c1ccccc1)N(Cc1cccnc1)c1nc2c(F)cccc2s1 | 54
COc1ccc(-c2csc(NC(=O)CCCS(=O)(=O)c3ccc(Cl)cc3)n2)cc1OC | 79
CCOc1cccc2cc(-c3csc(NC(=O)C4CC4)n3)oc12 | 56
C1CNC(C23CC4CC(CC(C4)C2)C3)=N1 | 60
O=C(Nc1ccc2c(c1)N(C(=O)C1CCCO1)CC2)c1ccc(F)c(F)c1 (centres undefined) | 65
Cc1ncn2cc(-c3ccc(Cl)cc3Cl)[nH]c(=O)c12 | 62
O=C(c1ccc2c(c1)OCO2)N1CCCC(c2nnc(-c3cccs3)o2)C1 (centres undefined) | 61
COc1ccc(-c2ccc(N3CCC(C(=O)N4CCN(c5ccc(F)cc5)CC4)CC3)nn2)cc1 | 65
CC1=NN(c2ccccc2)C(=O)CC1 | 53
COc1cc(Cn2c(=O)c3c(N4CCN(C(C)=O)CC4)ccnc3n(C)c2=O)cc(OC)c1 | 61
O=C1NC(=Nc2ccc(O)cc2)S/C1=C\c1ccc(Cl)cc1Cl | 59
Cc1cccc(NC(=O)CCCSc2ccc(NC(=O)c3cccs3)nn2)n1 | 62
NC(N)=NC(N)=NCCc1ccccc1 | 60
Cc1onc(NC(=O)c2ccc([N+](=O)[O-])o2)c1Br | 62
Cc1cc(C(=O)Nc2nnc(Cc3ccc(Cl)s3)o2)n(C)n1 | 69
CC(C)c1ccc(N2C(=O)C3N=NN(Cc4nc(-c5cccc(Br)c5)no4)C3C2=O)cc1 (centres undefined) | 57
COc1ccc(CCNC(=O)c2ccccc2N)cc1OC | 53
COc1cc(C(C)=O)ccc1OCC(O)Cn1cncn1 (centres undefined) | 64
Nc1ccc2nc(-c3ccc(-c4nc5ccc(N)cc5[nH]4)cc3)[nH]c2c1 | 54
Cc1ccc(NC(=O)c2ccc(=O)n(Cc3cccc(F)c3)n2)cc1Cl | 60
CC1=C(C#N)C(c2cn[nH]c2-c2cccs2)C2=C(CCCC2=O)N1 (centres undefined) | 55
CC(=O)Nc1ccc(SCC(=O)NCc2ccc(F)cc2)nn1 | 68
CS(=O)(=O)N1CCC(C(=O)Nc2ccc3scnc3c2)CC1 | 66
COC(=O)c1ccc(NC(=O)CSc2nnc(-c3ccccc3Cl)n2N)cc1 | 53
CSc1nn(CC(=O)Nc2ccc(Br)cc2F)c(N)c1S(=O)(=O)c1ccccc1 | 67
Cc1c(C(=O)NCCOc2cccc(C(F)(F)F)c2)cccc1[N+](=O)[O-] | 61
CCc1ccc2ncc(C#N)c(Nc3ccc(OC)c(OC)c3)c2c1 | 70
COc1cc([N+](=O)[O-])ccc1NC(=O)c1ccc(=O)n(Cc2cccc(C(F)(F)F)c2)c1 | 61
CC1CCN(C(=O)COc2coc(CN3CCN(Cc4ccccc4)CC3)cc2=O)CC1 | 55
O=C(Nc1nnc(-c2ccc(Br)s2)o1)C1CC1 | 69
CCN1CCN(C(=O)c2cc(-c3ccc(OC)cc3)nc3c2c(C)nn3C2CCS(=O)(=O)C2)CC1 (centres undefined) | 56
Cc1cc(NC(=O)c2ccc(C(=O)c3ccccc3)cc2)on1 | 67
CCOC(=O)C12CCC(C(=O)OCC)(CC13SCCS3)C1(C2)SCCS1 | 58
CCOc1ccc(NC(=O)CSc2oc(-c3cccs3)nc2S(=O)(=O)c2ccc(Br)cc2)cc1 | 65
Cc1cc(C(=O)Nc2nnc(-c3ccc(Br)s3)o2)no1 | 68
CC(C)c1ccc(/C=N\NC(=O)c2cc(-c3ccc(Cl)cc3)n[nH]2)cc1 | 60
Fc1ccc(CNCCC2=CCCCC2)cc1 | 78
COCCn1c(=S)[nH]c2cc(C(=O)N3CC=C(c4ccccc4)CC3)ccc2c1=O | 60
Cn1nnc2c(=O)n(CC(=O)N3CCc4ccccc43)cnc21 | 65
COC(=O)c1ccc(C(=O)NNc2nc3ccc(OC)cc3s2)cc1 | 61
CCOc1ccc(-c2ccc(=O)n(Cc3nc(-c4cccc(C)c4)no3)n2)cc1 | 85
C=Cc1ccc(COC(=O)c2nnn(-c3ccc(Br)cc3)c2C)cc1 | 81
COc1ccc(-c2[nH]c3ccccc3c2C(C[N+](=O)[O-])c2cccs2)cc1OC (centres undefined) | 57
CC(C)CCNC(=O)CSc1ncc(S(=O)(=O)c2ccc(Cl)s2)c(N)n1 | 71
COc1ccc(Cl)cc1C(=O)NCCc1ccc(S(=O)(=O)NC(=O)NC2CCCCC2)cc1 | 48
CCn1c(SCC(=O)Nc2cc(Cl)ccc2OC)nc2c(-c3ccccc3)csc2c1=O | 68
CCn1ccc(C(=O)Nc2nnc(-c3cc(OC)c(OC)c(OC)c3)o2)n1 | 67
COCCN1CCC(CNC(=O)c2ccccc2C)CC1 | 71
O=C(Nc1ccc2c3c(cccc13)CC2)c1sc2ccccc2c1Cl | 55
CN(NC1OC(=O)c2ccccc21)c1ncc(C(F)(F)F)cc1Cl (centres undefined) | 55
Cc1ccc(S(=O)(=O)NC(=O)NCCCN2CCN(Cc3c(F)cccc3Cl)CC2)cc1 | 54

Remaining list, next part
Structure | RMI-FANCM inh
CC(C)(Oc1ccc(Cl)cc1)C(=O)Oc1coc(CSc2ncccn2)cc1=O | 53
CCn1c(SCC(=O)Nc2ccc3c(c2)OCCO3)nnc1-c1cccn(C)c1=O | 64
O=C(NCC1(c2cccs2)CCCC1)C(=O)Nc1ccc2c(c1)OCO2 | 70
O=C(OCN1C(=O)c2ccccc2C1=O)c1ccccc1F | 61
O=C(Nc1nnc(-c2ccco2)o1)c1cc(-c2ccccc2)nc2ccccc12 | 57
CC(C)N1CCC(CNC(=O)C(=O)Nc2ccccc2)CC1 | 62
O=c1[nH]c2cccnc2c(=O)n1Cc1ccccn1 | 71
CNCc1cc2ccccc2s1 | 69
O=C(NC1CCCCCC1)c1sccc1S(=O)(=O)N1CCN(c2ccc(F)cc2)CC1 | 64
O=C(NNC(=O)c1ccccc1Cl)c1ccc(=O)n(Cc2ccc(Cl)cc2)c1 | 58
COC(=O)c1c(NC(=O)c2cc(=O)c3ccccc3o2)sc2c1CC(C)(C)NC2(C)C | 65
Cc1cccc(N2C(=O)CC(Nc3ccc(N4CCCCC4)cc3)C2=O)c1C (centres undefined) | 53
O=C(COc1ccccc1F)Nc1cccc(N2CCCCC2=O)c1 | 52
CC(C)c1cccc(C(C)C)c1NC(=O)C(C)(C)C | 66
COc1ccc(CC(=O)Nc2cccc(Cl)c2)cc1OC | 45
COc1ccc(Cl)cc1NC(=O)Cn1nc(-c2ccco2)c2sc(N3CCCC3)nc2c1=O | 66
COc1ccc(OC)c(NC(=O)c2oc3ccccc3c2NC(=O)Cc2ccc(F)cc2)c1 | 54
C=CCOCC(O)CNC(C)(C)CC(C)(C)C (centres undefined) | 71
COc1ccc([N+](=O)[O-])cc1NC(=O)C1CCN(c2ccc(-c3ccccc3)nn2)CC1 | 66
O=C(CCC1CCCCC1)NCCOc1ccc2nnc(-c3ccccc3)n2n1 | 74
O=C(Cn1cc(C(F)(F)F)ccc1=O)c1ccc(Cl)cc1Cl | 59
Cc1ccc2nc(NC(=O)CCn3c(=O)oc4ccccc43)sc2c1 | 61
CS(=O)(=O)c1ccccc1-c1nnc(NC(=O)c2nc3ccccc3s2)o1 | 56
COc1cc2c(cc1N)oc1ccccc12 | 73
CCOC(=O)N1CCN(C(=O)Cc2csc(NC(=O)c3ccc4c(c3)OCO4)n2)CC1 | 53
O=C1CC(=O)N(c2cccc(C(F)(F)F)c2)C(=S)N1c1cccc(Cl)c1 | 57
CC(C)C(=O)N1CCc2ccc(NC(=O)c3ccc(F)cc3Cl)cc2C1 | 66
Cc1nn(C2CCS(=O)(=O)C2)c2nc(-c3ccco3)cc(C(=O)NCc3ccco3)c12 (centres undefined) | 69
COc1ccc(NC(=O)CSc2ncccn2)c(OC)c1 | 59
Cc1nnc(SCC(=O)Nc2cc(C(C)(C)C)cc(C(C)(C)C)c2)s1 | 72

Grouped by structure, the entries above with a tert-butyl group (three)
Structure | RMI-FANCM inh
CC(C)c1cccc(C(C)C)c1NC(=O)C(C)(C)C | 66
C=CCOCC(O)CNC(C)(C)CC(C)(C)C (centres undefined) | 71
Cc1nnc(SCC(=O)Nc2cc(C(C)(C)C)cc(C(C)(C)C)c2)s1 | 72

The list continues:
Structure | RMI-FANCM inh
O=C(c1cc([N+](=O)[O-])cc([N+](=O)[O-])c1)N1CCN(c2ccccn2)CC1 | 57
O=C(COc1ccccc1F)NCCn1ncc2c(=O)n(Cc3cccc(C(F)(F)F)c3)cnc21 | 66
CC(C)c1ccc(NC(=O)CCc2csc(NS(=O)(=O)c3ccc(F)cc3)n2)cc1 | 66
O=C(CCCn1nc(-c2ccco2)ccc1=O)NCCc1ccccc1 | 64
Cc1ccccc1OCC(=O)Nc1ccc2c(c1)N(C(=O)c1ccco1)CC2 | 75
CCc1ccccc1NCN1C(=O)c2cccnc2C1=O | 60
CCC(C(=O)Nc1cc(OC)c(Cl)cc1OC)c1ccccc1 (centres undefined) | 54
OCCN(CCO)c1nc(N2CCCCC2)c2nc(N(CCO)CCO)nc(N3CCCCC3)c2n1 | -83&-80&62
O=S(=O)(NCc1csc(-c2ccccc2)n1)c1cc(Cl)ccc1Cl | 81
CCOC(=O)CSc1ccc2nnc(-c3ccccn3)n2n1 | 57
Cc1nnc2ccc(OCCNS(=O)(=O)c3cccnc3)nn12 | 69
CCOC(=O)N1CCN(C(=O)CSc2ccc(-c3ccccc3OC)nn2)CC1 | 55
Cc1cc(C)cc(NC(=O)N2CCN(c3ccc4nncn4n3)CC2)c1 | 67
O=C(O)COCc1ccc(Br)cc1 | 54
Cc1ccc(NC(=O)Cn2nc3ccc(SC(C)(C)C)nn3c2=O)cc1Cl | 73
CCc1cnc(NS(=O)(=O)c2cc(Cl)sc2Cl)nc1-c1c(F)cccc1F | 55
CCCc1cnc(N2CCCN(S(=O)(=O)c3ccc(C(=O)OC)n3C)CC2)nc1 | 57
NC(=O)CSc1ncc(CO)n1Cc1ccc(F)cc1 | 66
O=C(CSc1n[nH]c(=O)c2cc(-c3ccco3)nn12)N1CCCCC1 | 62
CC(=O)N1CCN(C(=O)c2cc(-c3ccccc3)nc3c2c(C)nn3C2CCS(=O)(=O)C2)CC1 (centres undefined) | 65
O=C(CCc1nc2sc3c(c2c(=O)[nH]1)CCCCC3)N1CCN(c2ccccn2)CC1 | 67
O=C(NCc1ccc(F)cc1)C1(c2cccs2)CCCC1 | 61
CCS(=O)(=O)Nc1cccc(C2=NN(S(=O)(=O)c3ccc(Cl)cc3)C(c3ccccc3)C2)c1 (centres undefined) | 110
CC(C)NC(=O)N1CCC(c2nnc(C3CC3)s2)CC1 | 62
C=CCn1c(SCC(=O)N2CCCCCC2)nc2sc3c(c2c1=O)CCCCC3 | 71
CC(=O)Nc1c(C(=O)Nc2ccc(C)c(Cl)c2)nnn1-c1ccc(C)cc1 | 58
O=C1C(Cl)=C(Cl)C(=O)C(Cl)(Cl)C1(Cl)Cl | 51
N#C/C(=C/C1=Cc2ccccc2OC1)c1nc2ccccc2s1 | -59
COC(=O)C1=C(NNc2ccccc2)CSC1 | 60
CCN1CCOC2(O)C=CC(=O)C=C12 (centres undefined) | 57

Sorted by the number under RMI-FANCM inh (largest number first): some entries from above.
Structure | RMI-FANCM inh
C=Cc1ccc(COC(=O)c2nnn(-c3ccc(Br)cc3)c2C)cc1 | 81
O=C(CCc1nc2sc3c(c2c(=O)[nH]1)CCCCC3)N1CCN(c2ccccn2)CC1 | 67
COC(=O)c1c(NC(=O)c2cc(=O)c3ccccc3o2)sc2c1CC(C)(C)NC2(C)C | 65
COc1ccc(-c2cn3cccnc3n2)cc1NC(=O)c1c(F)cccc1Cl | 60
CC(=O)Nc1c(C(=O)Nc2ccc(C)c(Cl)c2)nnn1-c1ccc(C)cc1 | 58

Exported with values ahead of the structure: part of the list above.
RMI-FANCM inh,Compound
56,CS(=O)(=O)c1ccccc1-c1nnc(NC(=O)c2nc3ccccc3s2)o1
66,CC(C)c1ccc(NC(=O)CCc2csc(NS(=O)(=O)c3ccc(F)cc3)n2)cc1

(further entries)
Structure | RMI-FANCM inh
O=C(Nc1nnc(Cc2ccccc2)o1)C1CCCC1 | 64
Cc1nc(NC(=O)CCl)sc1C(=O)OCC(C)C | 63
O=C(Cc1cccs1)NCCS(=O)(=O)N1CCN(c2ncccn2)CC1 | 62
Cc1ccc(-c2nn(-c3ccccc3)cc2/C=C2\SC(=S)NC2=O)cc1F | 74
CCOC(=O)C(CC)Sc1nnc(CSc2nc(C)cc(C)n2)n1-c1cccc(C(F)(F)F)c1 (centres undefined) | 56
OC1(C(F)(F)F)CC(c2ccncc2)=NN1 (centres undefined) | 54
CS(=O)(=O)N1CCN(c2ccc(-c3cccs3)nn2)CC1 | 71
Cc1cc(C)c2sc(N(Cc3ccco3)C(=O)c3ccc(Cl)cc3)nc2c1 | 64
CN(C)/C=C(\C#N)C(=O)NCc1ccc(F)cc1F | 55
Cc1ccc(Oc2ccc(C)cc2)cc1 | 63
